# C8 TRAIL sens – sensitizes caspase-8 expressing cells to TRAIL; inhibition (viability loss, TRAIL sensitization), % at 10 µM; NB7+C8 cells + TRAIL, ATPlite viability luminescence; 1% of 360,000 active;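 active means compounds causing at least 50% loss of cell viability in the single-dose screen, relative to plate controls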
# hiPSC survival – increases survival of single human iPS cells; 0.044% of 360,000 active; survival enhancement, % at 20 µM; hiPSC single-cell survival, ATPlite luminescence; 100% = ROCK inhibitor wells, 0% = DMSO; in the data active means survival enhancement above about 18%;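 further: cells exposed to compounds for 16 hours before the ATP read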
# NR2E3 ag-1 – activates human NR2E3 receptor | Q9Y5X4 | CHO-S Gal4-NCOR/VP16-NR2E3 two-hybrid, luciferase | inhibition of corepressor binding, % at 3.98 µM | 0.35% of 360,000 active | AID 602229;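 active means inhibition above the mean of all tested compounds plus 3 SD, cut at about 70% in these data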;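 further: 0% = DMSO with NR2E3 transfected cells and 100% = cells lacking NR2E3 construct; higher means lower luciferase signal from less NR2E3 corepressor binding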
# Target sequence (Q9Y5X4 whole entry, looked up, the tested form may be a part): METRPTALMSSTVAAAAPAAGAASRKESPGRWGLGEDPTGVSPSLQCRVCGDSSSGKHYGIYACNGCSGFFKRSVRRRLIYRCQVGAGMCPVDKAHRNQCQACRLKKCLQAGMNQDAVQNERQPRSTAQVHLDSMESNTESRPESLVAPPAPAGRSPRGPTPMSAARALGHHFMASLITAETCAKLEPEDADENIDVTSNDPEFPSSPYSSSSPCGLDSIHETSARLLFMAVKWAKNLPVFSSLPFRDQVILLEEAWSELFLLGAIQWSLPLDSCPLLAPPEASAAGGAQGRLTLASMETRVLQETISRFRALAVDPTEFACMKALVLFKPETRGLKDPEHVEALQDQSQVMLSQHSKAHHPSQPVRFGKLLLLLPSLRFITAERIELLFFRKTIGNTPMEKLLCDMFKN
# Shn3 inh set2 – Schnurri-3 reporter inhibition in Clone20 osteoblasts; Clone20 osteoblast Shn3 3'UTR firefly luciferase, 24 h; inhibition, % at 12.5 µM; 0.52% of 360,000 active; AID 588674;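 active means mean inhibition of at least 75% with every replicate also reaching 75%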;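 further: 0% = median of neutral control wells and 100% = pilot-screen positive control compound; some compounds past the cut are filed as inactive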
# LMP1 NFkB inh – inhibitors of Epstein-Barr LMP1-induced NF-kappaB reporter. inhibition, % at 12.5 µM. LMP1-induced NF-kappaB luciferase reporter cells, luminescence. AID 504558. 0.69% of 350,000 active; in the data active means inhibition above about 41%;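 further: 0% = neutral control wells and 100% = reference inhibitor control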
# NR2E3 ag-2 – activates human photoreceptor nuclear receptor NR2E3 | Q9Y5X4 | GST-NR2E3/biotin-RetCOR TR-FRET, 1536-well | inhibition of corepressor binding, % at 4.78 µM | 0.12% of 320,000 active | AID 2300;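 active means percent inhibition above the cutoff of mean plus 3 SD of all tested compounds, set per screening campaign, cut at about 20% in these data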;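 further: 0% = DMSO wells and 100% = biotin wells as full block of FRET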
#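 Material – GST-tagged NR2E3 plus biotinylated RetCOR corepressor · Quantity – NR2E3 fusion 1.35 nM · Times – 5 h incubation at 4 °C · Medium – pH 7.5 Tris-based buffer · Technique – TR-FRET, Eu(K)-anti-GST donor, streptavidin-D2 acceptor, ex 340, em 617/671 nm · Benchmarks – high control biotin, low control 0.6% DMSO · Format – 1536-well plates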
# HIF-2a inh – HIF-2a inhibition | inhibition, % at 18.8 µM | 0.72% of 360,000 active | AID 624352 | 786-0 RCC cells HIF-2a reporter, luciferase luminescence, overnight;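 active means inhibition of the luminescence signal of 40% or more relative to plate controls, in a single-dose primary screen at 18.75 µM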
# Peg3 prom inh – inhibitors of Peg3 promoter; HeLa PEG-Prom luciferase reporter, luminescence, overnight; inhibition, % at 20 µM; 1.7% of 360,000 active; AID 588405;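 active means inhibition of at least 50% at 20 µM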
# MITF TRPM1 inh – MITF TRPM1 promoter inhibition in SK-MEL-5 cells | SK-MEL-5 TRPM1 promoter luciferase, 24 h | inhibition, % at 12.5 µM | 0.83% of 330,000 active;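 active means mean inhibition across replicates of 60% or more, whatever share of single replicates reaches that level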; further: values of inactives mirror those of a sister screen read the other way
# CF NFkB block – cystic fibrosis NF-kB activation inhibition; 0.86% of 360,000 active; inhibition, % at 5 µM; KKLEB NF-kB-GFP reporter, PAF-induced, GFP fluorescence overnight;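 active means at least 50% inhibition at 5 µM, scaled per plate between neutral and stimulator controls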;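 further: PAF is a Pseudomonas aeruginosa culture filtrate used as stimulus; plate controls were PAF-stimulated DMSO wells for no effect and unstimulated DMSO wells for full effect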
# KKLEB cytotox – reduces viability of KKLEB cystic fibrosis airway cells. 0.36% of 360,000 active. activity change (cytotoxicity), % at 5 µM. KKLEB CF airway cells viability, ATPlite luminescence, overnight; active compounds read low; cells stimulated with P. aeruginosa culture filtrate;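 active means corrected activity change at or below -50% at 5 µM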
# An asterisk follows results filed as active; / = not tested or not shown; & = joins results of further samples. Only part of the results is shown; count on the stated rates, not on these rows.
canonical_smiles	C8 TRAIL sens	hiPSC survival	NR2E3 ag-1	Shn3 inh set2	LMP1 NFkB inh	NR2E3 ag-2	HIF-2a inh	Peg3 prom inh	MITF TRPM1 inh	CF NFkB block	KKLEB cytotox
Cc1cc(OCC(=O)OC(C)C)c2c3c(c(=O)oc2c1)CCCC3	28.7	4.8	-2.0	-7.6	8.2	4.8	-1.3	9.1	-5.8	-12.0	-0.3
CCOC(=O)CSCCOc1ccc(C=C2C(=O)NC(=O)NC2=O)cc1OC	0.3	-0.1	-13.3	-25.3	-3.2	0.8	14.8	-17.2	-8.1	-15.5	-1.0
CC(=NCCN1CCCCC1)c1c(O)n(-c2ccccc2)c(=O)[nH]c1=O	-3.0	1.3	-11.5	-14.7	-0.5	-3.4	11.1	4.3	3.9	-5.0	5.0
C[n+]1ccc(-c2ccccc2)c2ccccc21	10.1	-2.2	-8.0	13.7	3.3	0.2	0.8	-6.0	17.3	2.8	-5.0
COc1cccc(C(c2nnnn2C2CCCC2)N2CCC3(CC2)C(=O)NCN3c2ccccc2)c1OC (stereo unspecified)	-9.6	-1.7	-10.6	4.2	/	/	5.9	15.4	/	-14.8	0.6
CCCCC1(CN2CCCC2=O)C(=O)NC(=O)NC1=O	-10.0	2.5	-16.7	-24.4	0.0	1.1	9.1	0.8	5.2	-1.4	5.3
Cc1ccnc(-n2c(-c3ccccc3)nc3ccccc3c2=O)c1	3.3	1.4	-8.1	6.1	-8.3	2.5	12.8	1.2	0.9	-1.0	5.8
COc1ccc(C(=O)c2nc3ccccc3n2C(C)C)cc1	-7.3	-0.5	8.5	-1.6	4.2	3.8	-46.2	19.6	0.7	10.3	1.1
COP(=O)(/C=C(\Cl)c1ccccc1)/C=C(\Cl)c1ccccc1	12.2	-0.2	14.4	-35.2	-6.9	0.1	15.6	-19.0	3.7	-11.9	-4.1
COc1ccc(C(=O)C2CCCN(C3CSCCSC3)C2)c(OC)c1 (stereo unspecified)	2.8	-0.3	8.8	-6.6	-12.2	0.0	7.8	14.2	3.0	-9.5	8.9
O=P1(Oc2ccccc2)OCCCS1 (stereo unspecified)	2.2	1.1	6.4	-0.1	-7.1	-1.2	14.3	12.1	4.3	1.1	5.2
CCN(CC)CCCC(C)N=C(c1ccccc1)c1c(O)n(C)c(=O)n(C)c1=O (stereo unspecified)	-3.4	-0.7	-9.4	6.0	-12.1	-2.1	11.1	-7.9	-8.8	-9.2	3.8
CN(C)c1ccc(CN2CC=C(c3ccc(F)cc3)CC2)cc1	13.4	2.1	-6.3	-19.4	-4.4	1.1	7.5	9.7	8.9	17.8	-12.1
O=c1[nH]c2ccccc2n1C1CCN(C(CCc2ccccc2)c2nnnn2C2CCCC2)CC1 (stereo unspecified)	14.2	2.9	19.9	47.9	/	/	-98.8	87.3*	/	84.3*	-95.7*
c1ccc(C2CC3CC4(CCCC4)N2O3)cc1 (stereo unspecified)	17.5	-0.8	4.8	10.7	-1.5	-1.4	-2.8	20.9	5.9	23.6	-13.6
C[C@@H](N)Cc1cnc[nH]1	-9.7	-0.7	-20.5	-5.1	2.7	-26.9	-0.9	11.7	-8.9	-9.7	-9.7
CC(C)(C)C(=O)Nc1ccc(S(=O)(=O)N2CC3CC(C2)c2cccc(=O)n2C3)cc1 (stereo unspecified)	3.9	-0.5	-19.2	-3.0	2.0	-3.0	7.7	-0.2	-9.3	-4.6	6.8
O=C(CCc1nc(-c2ccccc2F)no1)N1CCC2(CC1)OCCO2	5.3	-1.4	-26.9	-6.1	2.0	-0.1	4.6	5.0	1.8	5.4	-3.7
Cc1nn(C2CCOC(C)(C)C2)c2c1C(c1ccc3c(c1)OCO3)SCC(=O)N2 (stereo unspecified)	2.9	1.7	2.3	-2.5	-1.5	-2.0	7.2	13.9	-9.7	7.6	4.2
O=C1NC(=O)N(c2ccc(Br)cc2)C(=O)/C1=C/c1ccsc1	-2.2	-1.5	2.5	-7.6	-7.9	-1.9	8.1	15.4	-4.1	-8.3	10.1
COc1ccc(-n2c(O)c(/C=C/C=Nc3ccccc3)c(=O)[nH]c2=O)cc1	-7.2	0.5	-19.1	-23.5	-5.5	-0.8	1.2	5.6	6.4	-15.1	2.1
COc1ccc(C(=O)C2CN(C)CC2c2ccc(Cl)cc2)cc1 (stereo unspecified)	1.9	-0.5	-5.8	8.3	-22.2	0.7	-3.0	10.9	3.3	20.9	5.2
COC1=C(C)C(=O)O[C@]12C(=O)C(C)=C1CCCCN3[C@H]([C@@H]4C[C@H](C)C(=O)O4)CC[C@]132	10.2	0.6	-7.8	7.7	-9.2	3.0	3.5	-16.8	0.3	-9.9	-5.9
Cc1ccccc1CN1CCN(C(=O)Cc2ccccc2)CC1	-0.2	-1.2	-13.7	15.5	11.5	-1.8	16.3	-4.7	-8.0	-3.9	9.3
COc1ccc(-n2c(=O)[nH]c3ccccc3c2=O)cc1	-5.2	2.0	-15.3	-16.6	-1.0	-1.2	-8.3	-3.9	-14.3	0.4	-5.3
Cn1cc(/C=C2\C(=O)NC(=O)N(c3ccccc3)C2=O)c2ccccc21	-11.3	-0.5	-15.2	4.6	9.7	-4.9	5.2	21.6	-16.5	-0.7	-3.5
CCOC(=O)CNC(=O)N1Cc2cc(-c3cccc(F)c3)ccc2-n2nncc2C1	-3.2	-0.5	-3.2	0.8	/	/	2.8	-2.1	/	-21.4	-14.9
Cc1ccc(-n2c(O)c(C=Nc3ccccc3N)c(=O)[nH]c2=O)cc1C	-14.6	-2.9	-148.0	-52.6	-9.3	0.7	-29.1	-15.7	-1.8	9.8	-7.0
CC(Cc1ccccc1)/[N+]([O-])=C\c1ccc(C(F)(F)F)cc1 (stereo unspecified)	2.3	-0.1	-67.3	-71.0	-8.8	0.9	-228.1	-184.5	-109.0	18.6	-15.5
O=c1[nH]cnc2nc(-c3ccc(N(CCCl)CCCl)cc3)[nH]c12	4.4	-2.3	-85.2	-31.5	-6.9	/	-225.3	-145.3	-58.5	30.4	-10.7

# More structures follow:
canonical_smiles	C8 TRAIL sens	hiPSC survival	NR2E3 ag-1	Shn3 inh set2	LMP1 NFkB inh	NR2E3 ag-2	HIF-2a inh	Peg3 prom inh	MITF TRPM1 inh	CF NFkB block	KKLEB cytotox
O=C(COc1ccccc1)N1CCN(C2CC3CCC2C3)CC1 (stereo unspecified)	-7.6	0.9	-0.7	-6.2	3.6	1.3	0.0	-6.6	-5.9	-3.6	6.8
COc1c(O)ccc2c1-c1c3c(cc4c1C(C2)N(C)CC4)OCO3 (stereo unspecified)	-9.5	-2.0	-0.5	-8.7	7.2	2.9	8.5	1.0	1.0	-18.7	22.8
Cc1cc(N2CCOCC2)ccc1/C=C1\C(=O)NC(=O)N(c2ccccc2)C1=O	-6.0	2.2	-1.5	7.1	8.6	-1.5	17.5	2.1	3.0	-2.0	3.0
Cn1c(O)c(N=Nc2cccc(S(=O)(=O)N3CCOCC3)c2)c(=O)n(C)c1=O	-13.8	-1.2	-15.1	-23.3	10.9	1.9	9.6	11.1	10.1	-10.1	1.1
CN1CCCC2c3ccccc3CCC21 (stereo unspecified)	-1.2	-1.2	-28.1	9.5	0.2	/	9.3	-1.9	/	5.3	2.6
O=C1NC(=O)N(c2ccccc2)C(=O)/C1=C/c1ccoc1	3.5	-0.5	-10.4	3.5	-1.4	5.9	11.8	3.9	20.6	9.2	-1.1
CC(=O)c1c(C)n(Cc2ccccc2Cl)c2ccc(O)cc12	7.2	-0.8	-65.2	-1.9	-18.8	-0.8	4.4	4.4	-21.6	5.2	-7.8
O=C(O)Cn1cc(/C=C2\C(=O)NC(=O)N(Cc3ccco3)C2=O)c2ccccc21	-7.1	2.6	-3.8	-20.3	3.2	9.8	15.1	-1.8	-7.9	6.9	0.9
Clc1ccc(COC(Cn2ccnc2)c2ccc(Cl)cc2Cl)cc1 (stereo unspecified)	6.5	4.1	-9.6	24.7&10.7	-5.3	-0.7	15.1	9.4	13.8	29.3	-13.9
C/C(=N\Nc1ccccc1)c1c(O)n(-c2ccccc2)c(=O)[nH]c1=O	2.5	0.7	-1.2	0.0	-14.3	1.0	1.9	-13.6	-0.2	-15.6	-5.8
Nc1ncn[nH]1	-7.2	-0.3	-9.9	17.2	3.6	1.6	8.8	13.3	-4.4	7.0	8.3
O=C(Nc1ccc(F)cc1F)c1cccn(Cc2ccccc2)c1=O	-3.1	0.4	-59.8	12.3	7.2	2.3	-86.4	-55.2	10.2	-0.7	4.5
Cc1cc(Cl)ccc1C(=O)C1CCCN(Cc2ccon2)C1 (stereo unspecified)	-6.9	-1.3	8.4	11.2	1.0	4.7	0.0	6.3	-6.4	3.8	-2.2
O=c1[nH]c(=S)n(CCC2=CCCCC2)c(O)c1/C=N/N1CCOCC1	4.6	-0.6	-6.4	-13.1	/	-0.5	9.7	3.6	/	8.6	-8.2
Cc1nc2ccccc2c(=O)n1-c1ccccc1C(F)(F)F	5.6	-2.1	-13.2	2.4	-1.4	3.6	-14.6	-11.4	3.8	-4.8	-13.7
CC(=O)OC1N=C(c2ccccc2Cl)c2cc(Br)ccc2NC1=O (stereo unspecified)	-6.2	-0.2	-19.6	2.1	-5.9	3.5	21.1	10.2	-8.2	9.2	-5.3
CCOc1cccc(C2NCc3ccccc3-n3cccc32)c1O (stereo unspecified)	4.6	-2.4	-12.4	-37.6	-8.8	0.8	20.4	14.6	4.4	-9.9	-0.1
CC(C)C[C@H](NP(=O)(O)O[C@@H]1O[C@@H](C)[C@H](O)[C@@H](O)[C@H]1O)C(=O)N[C@@H](Cc1c[nH]c2ccccc12)C(=O)O	9.1	2.4	19.8	-114.6	-23.1	0.2	8.2	-0.3	-6.9	8.9	-0.9

# Quoted from the results shown, five compounds:
canonical_smiles	C8 TRAIL sens	hiPSC survival	NR2E3 ag-1	Shn3 inh set2	LMP1 NFkB inh	NR2E3 ag-2	HIF-2a inh	Peg3 prom inh	MITF TRPM1 inh	CF NFkB block	KKLEB cytotox
O=c1[nH]c(=S)n(CCC2=CCCCC2)c(O)c1/C=N/N1CCOCC1	4.6	-0.6	-6.4	-13.1	/	-0.5	9.7	3.6	/	8.6	-8.2
Cc1nc2ccccc2c(=O)n1-c1ccccc1C(F)(F)F	5.6	-2.1	-13.2	2.4	-1.4	3.6	-14.6	-11.4	3.8	-4.8	-13.7
CC(=O)OC1N=C(c2ccccc2Cl)c2cc(Br)ccc2NC1=O (stereo unspecified)	-6.2	-0.2	-19.6	2.1	-5.9	3.5	21.1	10.2	-8.2	9.2	-5.3
CCOc1cccc(C2NCc3ccccc3-n3cccc32)c1O (stereo unspecified)	4.6	-2.4	-12.4	-37.6	-8.8	0.8	20.4	14.6	4.4	-9.9	-0.1
CC(C)C[C@H](NP(=O)(O)O[C@@H]1O[C@@H](C)[C@H](O)[C@@H](O)[C@H]1O)C(=O)N[C@@H](Cc1c[nH]c2ccccc12)C(=O)O	9.1	2.4	19.8	-114.6	-23.1	0.2	8.2	-0.3	-6.9	8.9	-0.9

# Screens from PubChem BioAssay.
